# OX1R antag-1 – antagonists of human orexin 1 receptor (OX1R). Orexin/Hypocretin receptor type 1 (Homo sapiens), O43613. OX1R-expressing cells, FRET antagonist read-out. inhibition, % at 6.6 µM. 330,000 compounds, 1.8% hits. AID 485270, 2010; in the data active = inhibition mostly above about 38%, no sharp cut-off; inactive = mostly below about 40%;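 note: 0% = agonist challenge alone and 100% = reference antagonist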
# Target sequence (O43613 whole entry, looked up): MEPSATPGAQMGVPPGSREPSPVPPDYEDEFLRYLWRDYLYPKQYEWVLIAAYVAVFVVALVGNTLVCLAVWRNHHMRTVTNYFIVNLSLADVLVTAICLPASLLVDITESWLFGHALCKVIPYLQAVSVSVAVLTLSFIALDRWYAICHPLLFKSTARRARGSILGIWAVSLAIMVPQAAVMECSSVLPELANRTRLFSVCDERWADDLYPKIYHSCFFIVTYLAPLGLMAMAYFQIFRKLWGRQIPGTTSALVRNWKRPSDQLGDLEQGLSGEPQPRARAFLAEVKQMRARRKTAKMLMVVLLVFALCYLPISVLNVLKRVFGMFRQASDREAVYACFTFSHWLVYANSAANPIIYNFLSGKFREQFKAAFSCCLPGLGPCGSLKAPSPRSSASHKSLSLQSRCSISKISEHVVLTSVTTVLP
# OX1R antag-2 – OX1R (HCRTR1) antagonists, primary screen, fluorescence, CHO/OX1R cells, Fluo-8 calcium, orexin A. Orexin/Hypocretin receptor type 1 (Homo sapiens), O43613. Fluo-8 calcium fluorescence. inhibition, % at 5 µM. 330,000 compounds, 0.43% hits. AID 434989, 2010;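 active = inhibition above its plate's threshold, mean inhibition of all tested compounds on the plate plus 3 SD, cut at about 37% in these data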;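 note: 0% = orexin A challenge wells and 100% = SB-334867-A antagonist wells; not every result past the cut was called active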
# Active calls of the source: *. Compounds were not picked by outcome (roughly 2.1% active in at least one column).
SMILES,OX1R antag-1,OX1R antag-2
CCOc1ccc(N(CC(=O)N2CCOCC2)S(=O)(=O)c2ccc(Cl)cc2)cc1,22,-4
O=C(Nc1ccccc1)c1cc(S(=O)(=O)Nc2cccnc2)ccc1Cl,27,-9
COc1ccc2nc3n(c(=O)c2c1)-c1cc(C)ccc1C(=O)NC3Cc1ccc(O)cc1 (centres undefined),4,-2
CC1CCCN(C(=O)Cc2cn(Cc3cccc(Cl)c3)c3ccccc23)C1 (centres undefined),47,-25
CCN(CC(=O)NCc1cccs1)c1nnnn1-c1ccccc1,16,-8
Nn1cc(-c2ccccc2)nc1SCC(=O)N1CCN(S(=O)(=O)c2ccccc2)CC1,10,-31
Cc1noc(C)c1S(=O)(=O)N1CCC(C(=O)N2CCN(C3CCCC3)CC2)CC1,18,1
CCCc1[nH]nc2c1C(c1ccc(Br)s1)C(C#N)=C(N)O2 (centres undefined),45,-14
CCOC(=O)C1=NN(C(=O)c2ccc(C)cc2)C(O)(c2ccc(Cl)cc2)C1 (centres undefined),15,-9
CN(C(=O)COC(=O)c1ccccc1OCc1ccc(F)cc1)C1CCS(=O)(=O)C1 (centres undefined),7,-27
O=C(Nc1nc2ccc(F)cc2s1)c1cccc(S(=O)(=O)N2CCc3ccccc32)c1,39,11
CCc1c(C(=O)Nc2ccccc2C(N)=O)csc1C,20,-7
N#Cc1ccc(N2CCc3ccccc3C2)c([N+](=O)[O-])c1,17,-27
CCCN1CCN(C(=O)C2CCCN(c3ncnc4c3nc3n4CCCCC3)C2)CC1 (centres undefined),9,-29
CSc1nsc(N/N=C/c2ccc3c(c2)OCO3)c1C#N,41*,8
CN1CCN(C(=O)C2CCCN(S(=O)(=O)c3ccc(F)cc3)C2)CC1 (centres undefined),15,-24
S=C(Nc1ccccc1)N1CCN(C(=S)Nc2ccccc2)CC1,10,-19
O=C(Cc1ccc(Br)cc1)Nc1ccc(Cl)cc1,41,-19
CCCN1C(=O)/C(=C2/C=Cc3ccccc3N2CC)SC1=S,32,-17
O=C(NCC(F)(F)F)Nc1nnc(C(F)(F)F)s1,30,-19
COc1ccc(N(C(=O)c2cc3ccccc3oc2=O)C2C=CS(=O)(=O)C2)cc1 (centres undefined),9,-8
Cc1cc(F)ccc1NS(=O)(=O)c1cccc2nsnc12,22,-24
O=C1CCCC/C1=C/Nc1cccc(C(F)(F)F)c1,10,-22
C1CCN(Cc2nnnn2C2CCCC2)CC1,18,-15
Cc1cc2c(c(=O)o1)C1(C(=O)N(C)c3ccccc31)C(C#N)=C(N)O2 (centres undefined),3,-7
# The results go on.
SMILES,OX1R antag-1,OX1R antag-2
CCCCn1c(N)c(N(CCOC)C(=O)c2cnccn2)c(=O)[nH]c1=O,13,-1
O=C(OCCC1Oc2cccnc2NC1=O)c1ccc(F)cc1 (centres undefined),9,-15
CN(C)c1nc(N)nc(CSc2nnnn2C)n1,17,0
CCCCCC(=O)Nc1nnn(CCC)n1,5,-1
COCCOC(=O)c1[nH]c2c(c1C)C(=O)CC(c1ccc(OC)c(OC)c1)C2 (centres undefined),2,-32
Cc1ccc(Sc2ncccc2C(=O)NCc2cc([N+](=O)[O-])ccc2O)c(C)c1,17,-19
COCCn1c(C(C)C)nc2oc3ccccc3c(=O)c2c1=O,23,-36
CCOc1ccc(-n2c(-c3ccc(OC)cc3)c[n+]3c2CCCCC3)cc1,4,-5
Oc1ccc2cccnc2c1,29,-4
CCOc1ccccc1NC(=O)CSc1nc2nc(-c3cccs3)cc(C(F)(F)F)c2c(=O)[nH]1,47*,-24
CN(C1=NC(=O)C(CC(=O)Nc2ccc(Br)cc2)S1)c1ccc(O)cc1 (centres undefined),6,-13
CN(Cc1ccc(C(F)(F)F)cc1)C(=O)c1ccc(Oc2ccccc2)cc1,5,-27
CCOC(=O)c1c(-c2ccc(C)cc2)csc1NC(=O)C1CC=CCC1C(=O)O (centres undefined),4,-5
OC(COc1c(F)cc(Br)cc1F)CN1CCOCC1 (centres undefined),-5,-24
CCN(CC)S(=O)(=O)c1ccc(Cl)c(C(=O)Nc2cc(C)nn2-c2ccccc2C(F)(F)F)c1,19,-20
Cc1ccc(S(=O)(=O)N2[C@@H](c3ccccc3F)C(C(=O)O)=CC[C@H]2c2ccc3c(c2)OCO3)cc1,47*,-4
Cc1cc2c(c(=O)n1CCN(C)C)C(c1ccc(Cl)cc1)C(C#N)=C(N)O2 (centres undefined),5,-41
Cn1c(NC(=O)/C=C/c2ccccc2)cc(=O)n(C)c1=O,22,-2
Cc1cc(NC(=O)CCC(=O)N(c2ccccc2)C(C(=O)NC2CCCC2)c2ccccc2F)no1 (centres undefined),33,-26
CCN1CCc2c(sc(NC(=O)c3ccc(S(=O)(=O)N(C)c4ccccc4)cc3)c2C(=O)NC)C1,21,-16
C=CCc1ccc(OCc2ccc(C(=O)O)o2)c(OC)c1,8,-5
COc1ccc(NC(=O)NC(C)c2ccncc2)cc1OC (centres undefined),5,-14
O=C(NCc1nc2ccccc2[nH]1)C1=C[C@@H](C2CCCCC2)C[C@@H](OCc2ccc(CO)cc2)O1,42,-6
CCCN(CC(=O)Nc1cc(C)on1)S(=O)(=O)c1cccc(C(F)(F)F)c1,15,-1
COc1ccccc1OCC(=O)NCCNC(=O)COc1ccccc1OC,39,-17

# Continued, starting with the last 4 of the part before.
SMILES,OX1R antag-1,OX1R antag-2
COc1ccc(NC(=O)NC(C)c2ccncc2)cc1OC (centres undefined),5,-14
O=C(NCc1nc2ccccc2[nH]1)C1=C[C@@H](C2CCCCC2)C[C@@H](OCc2ccc(CO)cc2)O1,42,-6
CCCN(CC(=O)Nc1cc(C)on1)S(=O)(=O)c1cccc(C(F)(F)F)c1,15,-1
COc1ccccc1OCC(=O)NCCNC(=O)COc1ccccc1OC,39,-17
O=C(CN1C(=O)COc2ccccc21)N1CCCc2ccccc21,16,-18
COc1ccc(N2CCN(S(=O)(=O)c3c[nH]c(=O)[nH]c3=O)CC2)cc1,19,18
COc1ccc(C)cc1N(C(=O)COc1ccccc1)c1nc2ccccc2s1,7,-16
COc1cc([N+](=O)[O-])ccc1NC(=S)Nc1cc(C(=O)OC(C)C)cc(C(=O)OC(C)C)c1,25,-4
CCOC(=O)N/N=C/c1c[nH]c2ccccc12,2,-17
OC(c1ccc(F)cc1)(C1CCCCC1)C(CN1CCOCC1)c1ccccc1 (centres undefined),7,-50
COc1ccccc1NCC(=O)NN=C1CCS(=O)(=O)c2ccc(F)cc21,6,-21
Cc1onc(-c2ccccc2)c1C(=O)N(Cc1ccccn1)Cc1ccccn1,-1,-29
COc1ccc(N=N/C(=C\O)C(=O)c2cccs2)cc1,21,-25
CN1CCN(C(=O)Nc2ccccc2CC[N+](=O)[O-])CC1,21,-9
COc1cccc(CNC(=O)CCS(=O)(=O)c2cccc3nonc23)c1,59*,-14
CC(=O)c1ccc(OC(=O)c2cccs2)cc1,4,-6
CCc1nn2c(N(C)CCO)cc(C)nc2c1-c1ccc(F)cc1,21,-21
COc1cccc(CNC(=O)CCC2CCCN(C(=O)c3cscn3)C2)c1 (centres undefined),9,-12
N/C(=N\OC(=O)Cc1ccccc1[N+](=O)[O-])c1cccnc1,15,-8
CCOc1ccnc(OCC)c1Br,7,-6
COCc1c(Br)c(C)nc(OCC(=O)N/N=C/c2ccco2)c1C#N,6,-15
Clc1cccc(OCCn2cncn2)c1Cl,22,-14
COc1ccc(NC(=O)c2cc(-c3ccccc3)nc3c2c(C)nn3-c2ccccc2)c(OC)c1,11,-11
COc1ccc(C(=O)NCc2ccc(-c3nc4ccccc4s3)cc2)cc1,13,-10
COc1ccc(C(=O)N2CCN(c3ccccc3)CC2)cc1S(=O)(=O)N1CCOCC1,9,-15
O=C(CSc1nc2ccccc2c(=O)n1-c1ccccc1F)NC1CC1,5,-17
CCCC(C)C(=O)Nc1ccc(Cl)cn1 (centres undefined),8,-15
COc1ccc(Nc2cc(C)nc(N3CCOCC3)n2)cc1,20,-7
C[C@]12c3[nH]c4ccc(Cl)cc4c3CCN1C(=O)[C@@H](CC(=O)NCCN1CCOCC1)C[C@@H]2C(=O)N1CCOCC1,9,-9
# Remaining list, next part:
SMILES,OX1R antag-1,OX1R antag-2
CO/N=C(\N)c1nonc1N,6,-4
N=c1n(CCO)c2ccccc2n1CCOc1ccc(Cl)cc1Cl,18,-14
Cc1ccc(CNC(=O)Cn2cnc3c(NC(=O)OCc4ccccc4)ncnc32)o1,0,-26
CCCNC(=S)Nc1ccc(Br)cc1,28,-8
COc1ccc(OCC(O)CNCCNc2nccc(C(F)(F)F)n2)cc1 (centres undefined),10,-17
C=C(C)C1CC=C(C)/C(=N/NC(=O)c2ccc(NC(=O)CC)cc2)C1 (centres undefined),15,-1
Cc1cccn2cc(-c3cccc(S(=O)(=O)N4CC(C)OC(C)C4)c3)nc12 (centres undefined),-3,-19
CCOC(=O)CSC1=C(C#N)C(c2ccc(C)s2)CC(=O)N1 (centres undefined),15,-14
N#CCCN1CCN(S(=O)(=O)c2ccc3c(c2)CCC3)CC1,-1,-22
Cc1ccccc1C(=O)OCC(=O)N(C)c1ccccc1,10,-17
CC(C)(C)NC(=O)c1cccc(NC(=O)c2ccc(NC(=O)c3ccco3)cc2)c1,11,15
CCN(c1ccccc1)S(=O)(=O)c1ccc(Cl)c(C(=O)O)c1,6,-12
CN1CCN(S(=O)(=O)c2cccc(C(=O)N(Cc3nnc(-c4ccccc4Cl)o3)C3CC3)c2)CC1,16,-25
O=C(COC(=O)c1cccnc1Cl)c1ccc(Cl)s1,3,-14
O=C(CSc1nnc2c(n1)[nH]c1ccccc12)Nc1nncs1,38,-18
CCn1c(NC(C)=O)nc2ccccc21,14,-4
O=C(NC1=NCCS1)c1csc2ccccc12,19,-12
Cc1ccc(S(=O)(=O)N2CCOCC2)cc1C(=O)Nc1ccc2c(c1)OCCO2,9,-39
O=C(COC(=O)c1nc(Cl)ccc1Cl)NCc1ccccc1,12,-34
CC(C(=O)O)n1c2ccccc2c2cn[nH]c(=O)c21 (centres undefined),-8,-1
CCCCn1nnnc1SCC(=O)Nc1ccc2c(c1)OCCO2,6,-2
O=C(CNC(=O)c1ccccc1)NCc1ccc(Cl)cc1,4,-28
Cc1cccc(C)c1Nc1nnc(SCC(=O)Nc2ncc(C(F)(F)F)cc2Cl)s1,13,-23
CCOC(=O)CN(C)S(=O)(=O)c1ccc(-c2cc(C(=O)OC)sc2C(F)(F)F)cc1,21,-14
CCOC(=O)N1CCN(C(=O)CN(c2ccc(OCC)cc2)S(C)(=O)=O)CC1,16,-12
# Further records
SMILES,OX1R antag-1,OX1R antag-2
CCOc1ccc(OCCCCN(C)C)cc1,9,-5
CCCc1cc(C(=O)Nc2nccs2)cs1,25,-32
Nc1c(C(=O)Nc2ccccc2F)sc2nc(-c3cccnc3)ccc12,23,-24
N#CCSc1nc2ccccc2c(=O)n1CC1CCCC1,18,-44
COc1ccc(-c2csc3ncnc(N4CCN(S(=O)(=O)c5cccs5)CC4)c23)cc1,1,-29
Cc1cc2nc3c(nc2cc1C)C(O)=C3O,17,-14
CC1(C)CN(C(Cc2ccccc2)C(N)=O)C1=O (centres undefined),-2,-9
COc1ccc(-c2nc[nH]c2[N+](=O)[O-])cc1,41,-13
CC(C)C[C@H](N)C(=O)N1CCC(C(=O)N[C@H](C(=O)NCc2ccc(F)cc2)C(C)C)CC1,6,-8
CCOc1ccc2cc(S(=O)(=O)N3CCCCC3)ccc2c1,27,-34
COc1ccc(OC)c(C(=O)NC(CC(N)=O)c2ccc(NCCN3CCOCC3)c([N+](=O)[O-])c2)c1 (centres undefined),45,2
COc1ccc2cc(-c3ccn[nH]3)ccc2c1,3,-9
CCOc1cccc(C2NC(=S)NC(C)=C2C(=O)Nc2ccccc2)c1 (centres undefined),14,-18
O=C(Nc1ccccc1)N(CCN1CCOCC1)Cc1cccc(Cl)c1,12,-26
O=C(Oc1cccc(C(=S)N2CCOCC2)c1)c1ccc([N+](=O)[O-])cc1,23,-3
Cc1ccc(CNC(=O)c2c(C)cc(=O)oc2C)cc1,10,2
CCC1(C)Cc2ccccc2-c2c1c(=O)n(-c1ccc(C)cc1)c1nnnn21 (centres undefined),25,-25
CC(NC(=O)CN1C(=O)NC2(CCCCC2C)C1=O)c1ccccc1 (centres undefined),4,2
O=C(c1cc(=O)[nH]c2ccccc12)N(Cc1nnc(-c2ccccc2Cl)o1)C1CC1,21,-18
O=c1cc(N2CCCCC2)c(-c2ccccc2)n[nH]1,16,-33
CCC1(C(=O)OC)NC(c2ccco2)C2C(=O)N(c3ccc(C)cc3)C(=O)C21 (centres undefined),2,-13
CC(C)NC(=O)COc1ccc(OCc2ccccc2)cc1,11,-8
COc1ccccc1C(=O)Nn1cnc2ccccc2c1=O,5,-14
Cc1ccc2nc(Cl)c(C3CC(c4ccco4)=NN3C(=O)CCCC(=O)O)cc2c1 (centres undefined),21,-8
Cn1cnnc1SCC(=O)NC1CC1,-2,-5
CN1C(=O)C(O)(CC(=O)/C=C/c2ccco2)c2cc(Br)ccc21 (centres undefined),10,-5

# Laid out differently: results already given.
CCC1(C)Cc2ccccc2-c2c1c(=O)n(-c1ccc(C)cc1)c1nnnn21 (centres undefined)
  OX1R antag-1 = 25
  OX1R antag-2 = -25

CC(NC(=O)CN1C(=O)NC2(CCCCC2C)C1=O)c1ccccc1 (centres undefined)
  OX1R antag-1 = 4
  OX1R antag-2 = 2

O=C(c1cc(=O)[nH]c2ccccc12)N(Cc1nnc(-c2ccccc2Cl)o1)C1CC1
  OX1R antag-1 = 21
  OX1R antag-2 = -18

# 2 records drawn at random from those above:
SMILES,OX1R antag-1,OX1R antag-2
COc1ccccc1C(=O)Nn1cnc2ccccc2c1=O,5,-14
CCC1(C(=O)OC)NC(c2ccco2)C2C(=O)N(c3ccc(C)cc3)C(=O)C21 (centres undefined),2,-13

# Bioassay records as filed in PubChem BioAssay.
